HRas wt GTP: modulators of GTP binding to human HRas wildtype; P01112; GST-Ras wt beads, Bodipy-FL-GTP binding, flow cytometry; actives lie on both sides; GTP binding activity, % at 10 µM; 0.14% of 190,000 active; AID 759;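 active = GTP binding activity at least 20% away from the 100% baseline, either lowered as inhibitor or raised as activator; inconclusive = flagged as likely green fluorescent, judged across all proteins in the well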;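 also: 0% = unlabeled GTP competition control and 100% = no-compound control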
Target sequence (P01112 whole entry, looked up): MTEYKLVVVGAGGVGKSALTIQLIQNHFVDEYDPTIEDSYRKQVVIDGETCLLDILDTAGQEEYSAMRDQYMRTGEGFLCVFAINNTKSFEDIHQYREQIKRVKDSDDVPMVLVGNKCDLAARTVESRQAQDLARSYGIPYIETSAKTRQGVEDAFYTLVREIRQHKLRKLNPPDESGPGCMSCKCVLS
Rab7 wt modul: modulators of GTP binding to dog Rab7 wildtype GTPase; GST-Rab7 beads, fluorescent GTP binding, flow cytometry; actives lie on both sides; untreated = 100%, excess cold GTP = 0%; GTP binding activity (percent of control), % at 10 µM; 0.055% of 190,000 active; AID 758;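 active = fluorescent GTP binding to Rab7 beads changed by at least 20 points from the 100% baseline, either direction, mostly lower; inconclusive = compound itself probably fluorescent, or too few beads counted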;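 also: median green fluorescence of bound Bodipy-FL-GTP per Rab7 bead population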
GSH fluor: GSH bead compound fluorescence profile | GSH beads flow cytometry, compound fluorescence 488/530 nm; active compounds read high | fluorescence (KMESF) at 10 µM | 0.25% of 190,000 active | AID 1776; in the data active = fluorescence above about 89;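 also: glutathione beads carrying GST-tagged Bcl family fusion proteins plus one bare bead set; values are compound well signal with DMSO vehicle wells as background; inactives centre near 16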
Mcl1 Noxa PPI: disrupts binding of human Mcl-1 to Noxa peptide; Q07820; TR-FRET Mcl-1/Noxa peptide binding, 2 h; inhibition, % at 21.7 µM; 1.5% of 220,000 active;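 active = compounds that cut the protein-peptide binding signal by more than 50% relative to plate controls in a single-dose test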;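 also: His-tagged Mcl-1 with rhodamine Noxa BH3 peptide and terbium anti-His antibody; 0% = Mcl-1 plus Noxa peptide wells and 100% = peptide-only wells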
Target sequence (Q07820 whole entry, looked up): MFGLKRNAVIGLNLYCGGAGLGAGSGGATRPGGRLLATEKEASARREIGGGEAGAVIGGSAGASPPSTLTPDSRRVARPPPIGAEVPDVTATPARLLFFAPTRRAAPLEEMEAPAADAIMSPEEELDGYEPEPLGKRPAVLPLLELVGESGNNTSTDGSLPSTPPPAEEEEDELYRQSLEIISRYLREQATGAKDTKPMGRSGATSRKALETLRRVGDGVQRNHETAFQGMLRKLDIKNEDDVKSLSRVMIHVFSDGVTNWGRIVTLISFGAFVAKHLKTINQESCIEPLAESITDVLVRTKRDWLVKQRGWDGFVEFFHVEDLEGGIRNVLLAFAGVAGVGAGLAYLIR
Mcl1 Bid PPI: Mcl-1/Bid interaction inhibition; AID 1021; Q07820; 0.97% of 220,000 active; TR-FRET Mcl-1/Bid-Dy647 peptide binding, 1536-well; inhibition, % at 21.7 µM;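 active = compounds that cut the binding signal by more than half at the single screening dose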;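 also: His-tagged Mcl-1 with europium anti-His antibody binding Bid BH3 peptide; 0% = Mcl-1 plus peptide wells and 100% = peptide-only wells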
Pf gamet viab: inhibitors of late stage P. falciparum gametocyte viability; P. falciparum stage V gametocytes, ATP luminescence, 24 h; inhibition, % at 10.9 µM; 0.065% of 150,000 active;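 active = inhibition above the mean plus 3 SD of compounds within the control limits, set per campaign, cut at about 38% in these data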;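 also: 0% = DMSO wells and 100% = medium only without gametocytes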
Rac1 wt GTP bind: alters GTP binding to wildtype human Rac1. P63000. GST-Rac1 beads, fluorescent GTP binding, flow cytometry; actives lie on both sides; 0 = cold GTP competed, 100 = untreated. GTP binding activity (% of control), % at 10 µM. 0.27% of 190,000 active;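 active = GTP binding activity at least 20 points away from the 100% control level, either lower or higher; inconclusive = compound flagged as likely green fluorescent, judged across all proteins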
Cdc42 wt GTP: changes GTP binding to wildtype human Cdc42. P60953. GST-Cdc42 beads, Bodipy-GTP binding, flow cytometry; actives lie on both sides. percent activity (GTP binding), % at 10 µM. 0.2% of 190,000 active. AID 761;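 active = percent activity GTP binding at least 20 points away from the 100% baseline, either down as inhibitor or up as activator; inconclusive = compound flagged as likely green fluorescent from well-wide comparison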;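 also: median bead fluorescence of bound Bodipy-FL-GTP at 100 nM; 0% = excess unlabeled GTP control and 100% = no compound control; below 100% means less GTP binding so inhibitor and above means activator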
Target sequence (P60953 whole entry, looked up): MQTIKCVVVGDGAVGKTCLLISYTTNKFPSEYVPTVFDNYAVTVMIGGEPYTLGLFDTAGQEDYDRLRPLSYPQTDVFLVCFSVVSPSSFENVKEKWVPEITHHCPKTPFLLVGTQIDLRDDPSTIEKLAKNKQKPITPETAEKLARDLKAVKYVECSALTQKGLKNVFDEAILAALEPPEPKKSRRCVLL
Avidin fluor: compound fluoresces at 488/530 nm on avidin beads | compound fluorescence 488/530 nm, flow cytometry; active compounds read high | 0.38% of 220,000 active | fluorescence (KMESF) at 10 µM; in the data active = fluorescence above about 47; also: inactives centre near 10
Rab2 wt GTP: changes GTP binding to wildtype dog Rab2A, up or down; AID 760; P61105; 0.19% of 190,000 active; GTP binding activity, % at 10 µM; GST-Rab2 wt beads, Bodipy-GTP binding, flow cytometry;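 active = GTP binding activity at least 20 points away from 100%, either lowered or raised; inconclusive = signal likely due to the compound's own green fluorescence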;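 also: 0% = beads with excess unlabeled GTP and 100% = no-compound control corrected for plate trend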
Rac1 mut GTP: modulators of GTP binding to human Rac1 activated mutant; P63000; GST-Rac1 activated beads, fluorescent GTP binding, flow cytometry; actives lie on both sides; 100% means binding = to untreated wells; percent activity (GTP binding), % at 10 µM; 0.11% of 190,000 active;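 active = GTP binding at least 20 percentage points away from the 100% baseline, in either direction, so actives lie on both sides; inconclusive = Compound likely fluorescent itself, or too few beads counted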
The depositor's hits bear a star; u = inconclusive; x = not tested or not shown. Compounds as they come (roughly 3% active in at least one column).

SMILES	HRas wt GTP	Rab7 wt modul	GSH fluor	Mcl1 Noxa PPI	Mcl1 Bid PPI	Pf gamet viab	Rac1 wt GTP bind	Cdc42 wt GTP	Avidin fluor	Rab2 wt GTP	Rac1 mut GTP
O=C(OCc1csc(Nc2ccccc2)n1)c1ccc(Cl)cc1	95	97	12	9	3	9	97	97	14	93	94
COc1ccc(C(C)=O)cc1CSCCC#N	101	101	4	3	-38	-14	101	100	16	100	94
O=C(Nc1ccccc1)c1ccc(COc2ccccc2)cc1	95	97	18	9	-27	17	98	96	10	97	97
O=C(CN1C(=O)c2cccc3cccc1c23)Nc1ccc(S(=O)(=O)Nc2nccs2)cc1	90	97	59	35	0	-21	86	90	9	92	92
COc1ccc(CCNC2=C(Cl)C(=O)N(CCc3ccccc3)C2=O)cc1OC	100	102	20	16	-16	x	99	97	14	99	96
Cc1ccc(C(=O)Nc2cc(Cl)ccc2N2CCCCC2)s1	101	99	51	-2	-4	-2	105	95	10	100	96
c1ccc(-c2nc(NC3CC3)nc(-n3ccnc3)n2)cc1	104	101	13	13	-12	5	105	106	19	103	101
CC1Cc2ccccc2N1C(=O)CN1CCC(n2nnc3cc(C(F)(F)F)ccc32)CC1 (stereo not given)	104	96	16	3	-5	-5	105	105	37	103	102
CC(C)C(NC(=O)CN1C(=O)c2ccccc2S1(=O)=O)C(C)C	99	103	21	4	-13	x	103	104	9	100	99
Oc1ccccc1/C=N/Nc1ccccc1	99	100	9	6	-89	5	102	99	5	97	97
CCc1ccc2oc(C(=O)NCc3ccc(S(N)(=O)=O)cc3)c(C)c2c1	95	91	14	0	-2	2	95	98	11	97	94
CCC(C)NC(=O)c1ccccc1NC(=O)c1ccccc1N(C)S(C)(=O)=O (stereo not given)	100	98	15	6	-6	-5	105	102	5	100	99
C=CCN1C(=O)SC(Cc2cccc(OC)c2O)C1=O (stereo not given)	96	97	17	7	-7	x	104	97	9	95	96
CC(C)CCNC(=O)c1sc2ccc(S(=O)(=O)N3CCCCC3)cc2c1N	99	100	12	-1	-19	-26	102	102	9	98	102
Cc1ccc(N(CC(=O)Nc2ccccc2-c2ccccc2)S(=O)(=O)c2ccccc2)cc1	101	100	9	11	-17	9	98	97	30	96	96

Three structures from above, sorted by length of the SMILES, high to low:
SMILES	HRas wt GTP	Rab7 wt modul	GSH fluor	Mcl1 Noxa PPI	Mcl1 Bid PPI	Pf gamet viab	Rac1 wt GTP bind	Cdc42 wt GTP	Avidin fluor	Rab2 wt GTP	Rac1 mut GTP
O=C(CN1C(=O)c2cccc3cccc1c23)Nc1ccc(S(=O)(=O)Nc2nccs2)cc1	90	97	59	35	0	-21	86	90	9	92	92
CCc1ccc2oc(C(=O)NCc3ccc(S(N)(=O)=O)cc3)c(C)c2c1	95	91	14	0	-2	2	95	98	11	97	94
Oc1ccccc1/C=N/Nc1ccccc1	99	100	9	6	-89	5	102	99	5	97	97

More compounds.
SMILES	HRas wt GTP	Rab7 wt modul	GSH fluor	Mcl1 Noxa PPI	Mcl1 Bid PPI	Pf gamet viab	Rac1 wt GTP bind	Cdc42 wt GTP	Avidin fluor	Rab2 wt GTP	Rac1 mut GTP
O=C1C(c2cc(=O)c3ccccc3[nH]2)=C(O)c2ccccc21	97	98	10	47	-63	18	96	95	14	96	97
Cc1ccc2c(CN3CCN(CCO)CC3)cc(=O)oc2c1	103	98	7	3	-31	-8	107	106	7	101	102
S=C(c1ccc[nH]1)N1CCOCC1	101	100	16	10	-19	23	105	102	3	101	102
CCCCn1c(=NC(=O)c2cccnc2)c(C#N)cc2c(=O)n3cccc(C)c3nc21	100	97	13	13	-28	1	106	100	4	100	98
CC(C)(C)NC(=O)COC(=O)c1ccc(Cl)c(S(N)(=O)=O)c1	90	90	12	19	-16	11	92	94	19	93	93
Cc1csc(NC(=O)CSc2nncn2C)n1	101	96	35	-9	1	12	106	101	15	101	98
O=C(O)CN(Cc1ccco1)S(=O)(=O)c1ccc(F)cc1	103	96	17	4	-25	0	102	100	17	98	95
Cn1nnc2cc(C(=O)N3CCSCC3)ccc21	99	99	13	6	-9	x	95	100	17	98	93
COn1c(SC(C)C)nc2ccccc2c1=O	100	101	9	0	-10	-3	97	97	23	97	93
CCOc1cc(C2c3c(-c4ccccc4)n[nH]c3C(=O)N2c2ccc(C(=O)O)cc2)ccc1O (stereo not given)	85	94	12	16	-12	-15	59*	79*	10	79*	74*
CC(C)Sc1nc(C(F)(F)F)cc(=O)n1-c1ccccc1	102	101	14	9	-8	8	106	100	25	100	98
O=C(OCc1ccc(Br)cc1)c1ccncc1	94	94	11	5	12	x	94	95	6	95	95
CCCNC1=C(N(C(C)=O)c2cccc(F)c2)C(=O)c2ccccc2C1=O	99	97	12	11	-7	-2	99	97	17	98	99
Cc1cc(C)cc(NC(=S)NCc2ccc(S(N)(=O)=O)cc2)c1	96	94	12	8	-51	x	90	93	x	93	93
Cn1c(=O)c2c(nc(SCCN3CCCCC3)n2Cc2ccc(Cl)cc2)n(C)c1=O	100	98	32	x	x	x	101	99	10	99	97
C=CCNC(=O)c1ccc(-c2nc(-c3ccccc3)cs2)cc1	99	97	35	-12	-11	x	99	97	14	95	91
Cc1nc2sc(C(c3ccc(Cl)cc3)N3CCN(C(=O)c4ccco4)CC3)c(O)n2n1 (stereo not given)	u	u	26	10	-6	x	u	u	11	u	u
CC(C)(C)c1ccc(C(=O)OC/C(O)=C(\C#N)c2nc3ccccc3s2)cc1	91	90	16	5	-21	0	88	92	6	86	86
Clc1ccc(Sc2cnc3ccccc3n2)cc1	98	96	36	-15	8	x	99	95	16	93	92
CCOc1cc(/C=C2/SC(=S)NC2=O)ccc1OC(=O)c1ccco1	u	u	15	57*	-4	-3	u	u	7	u	u
O=C(CCC(=O)N(c1ccccc1)C(C(=O)NC1CCCC1)c1ccncc1)Nc1cccnc1 (stereo not given)	102	101	28	5	-6	x	110	103	12	102	99
CC(C)COC(=O)c1ccccc1N1C(=O)C2C3CCC(C3)C2C1=O (stereo not given)	101	103	5	1	-11	15	102	99	2	100	101
Cn1c(=O)c2c(ncn2CC(=O)OCC(=O)Nc2ccc(Cl)cc2)n(C)c1=O	95	98	8	9	-16	5	97	99	3	97	97
COc1ccc(NCC(=O)N/N=C/c2cc([N+](=O)[O-])ccc2N2CCCC2)cc1	96	101	9	28	-49	9	91	90	25	93	89
Cc1nc2ccccc2nc1CSc1nnc(N)s1	98	96	19	19	-26	13	102	98	31	97	97
Cc1c(C(=O)N/N=C/c2ccccc2)[nH]c2ccc(Cl)cc12	102	103	9	10	2	-4	107	106	2	101	101
COC(=O)c1ccc(CSc2cc(C)c3ccccc3n2)o1	92	92	13	-4	-7	x	93	92	11	92	92
CCOc1ccc(CCNC(=O)c2cc3sccc3n2C)cc1OCC	97	98	33	-2	-26	x	96	98	3	97	95
COc1ccc(C(=O)N2CCN(Cc3ccccc3C)CC2)cc1OC	101	98	12	12	75*	x	100	99	12	97	100
c1ccc(OCCOc2ccccc2-c2nnco2)cc1	103	98	10	-5	29	x	110	106	21	100	101

Part of the list above in a different format:
| molecule | HRas wt GTP | Rab7 wt modul | GSH fluor | Mcl1 Noxa PPI | Mcl1 Bid PPI | Pf gamet viab | Rac1 wt GTP bind | Cdc42 wt GTP | Avidin fluor | Rab2 wt GTP | Rac1 mut GTP |
| --- | --- | --- | --- | --- | --- | --- | --- | --- | --- | --- | --- |
| c1ccc(-c2nc(NC3CC3)nc(-n3ccnc3)n2)cc1 | 104 | 101 | 13 | 13 | -12 | 5 | 105 | 106 | 19 | 103 | 101 |
| CCCCn1c(=NC(=O)c2cccnc2)c(C#N)cc2c(=O)n3cccc(C)c3nc21 | 100 | 97 | 13 | 13 | -28 | 1 | 106 | 100 | 4 | 100 | 98 |
| CC(C)C(NC(=O)CN1C(=O)c2ccccc2S1(=O)=O)C(C)C | 99 | 103 | 21 | 4 | -13 | x | 103 | 104 | 9 | 100 | 99 |
| Cn1c(=O)c2c(ncn2CC(=O)OCC(=O)Nc2ccc(Cl)cc2)n(C)c1=O | 95 | 98 | 8 | 9 | -16 | 5 | 97 | 99 | 3 | 97 | 97 |

Next part
SMILES	HRas wt GTP	Rab7 wt modul	GSH fluor	Mcl1 Noxa PPI	Mcl1 Bid PPI	Pf gamet viab	Rac1 wt GTP bind	Cdc42 wt GTP	Avidin fluor	Rab2 wt GTP	Rac1 mut GTP
CCOC(=O)N/N=C\c1ccc([N+](=O)[O-])o1	100	96	8	1	-37	x	98	98	25	99	96
CC(c1ccccc1)n1c(SCC(=O)N2CC(=O)Nc3ccccc32)nc2ccccc2c1=O (stereo not given)	102	99	11	-24	-3	13	103	99	17	100	100
CCCc1ncc(C(O)c2cccc(OC)c2OC)n1C (stereo not given)	104	103	29	-13	-18	x	110	105	10	104	101
O=C(NCc1ccco1)C1CCCN(S(=O)(=O)c2ccc(Br)cc2)C1 (stereo not given)	96	98	30	-6	-30	2	104	101	11	98	99
CC(=O)NC(Cc1ccccc1)C(=O)OCC(=O)c1ccc(Br)cc1 (stereo not given)	102	99	10	16	3	-1	105	102	5	99	97
COc1cc(NC(=O)CCN2CCN(c3ccccc3F)CC2)cc(OC)c1	99	101	26	-15	-2	x	100	99	43	96	97
CNC(=O)CN(c1cc(OCCOC)c(Cl)cc1Cl)S(=O)(=O)c1ccc(OC)cc1	96	104	7	3	-12	2	95	90	25	95	95
O=C(/C=C/c1ccc(Cl)cc1)NCCc1ccccc1	101	104	13	7	9	-3	101	99	12	101	100
CCOc1ccc(NC(=O)CCC(=O)NNC(=O)COc2ccccc2C)cc1	97	104	18	6	-7	-16	96	94	11	97	95
Cn1c(=O)cc(OCC(=O)NCCc2ccc(Cl)cc2)c2ccccc21	95	100	25	9	-2	x	96	93	8	98	90
CSc1nc2ccc(NC(=O)C3CCCO3)cc2s1 (stereo not given)	99	99	25	5	-15	x	103	102	5	98	99
CCCOC(=O)c1c(NC(=O)CCC(=O)O)sc2c1CCCCC2	83	91	11	16	-15	-16	92	81	9	76*	80
O=C(O)C1C2CCC(O2)C1C(=O)Nc1ccc(F)cc1 (stereo not given)	99	105	20	12	-28	x	102	100	6	101	98
Cc1ccc(CNn2cnnc2SCC(=O)NC(C)(C)C)cc1	103	97	15	8	-14	x	99	103	6	105	101

Screening results as filed in PubChem.
